HCV core dimer: inhibitors of HCV core protein dimerization, primary screen, biochemical, TR-FRET, high-throughput; inhibition, % at 5 µM; AID 1899, 2009; 300,000 compounds, 0.33% hits; TR-FRET GST/Flag-core106 dimerization, 1536-well;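 active means inhibition above the mean of all tested compounds plus 3 SD, set per screening campaign, cut at about 45% in these data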
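Material: GST/Flag-tagged HCV core106 proteins. Incubation: 4 h, 22.5 °C incubation. Read-out basis: inhibition (%) from 671 over 617 nm ratio. Measured by: TR-FRET, excitation 340 nm, emission 617 and 671 nm.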
GRK2 inh: compounds blocking aptamer binding on GRK2 – biochemical, human GRK2, bead flow cytometry, HTS, primary screen | FAM-aptamer displacement from GRK2 | inhibition of aptamer binding, % at 10 µM | 330,000 compounds, 0.59% hits;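 active means inhibition of aptamer binding above 40%, roughly 3 SD of noise, on plates passing a quality check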;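 further: median bead fluorescence of bound FAM aptamer so fluorescent compounds give negative values; no value below 0 was filed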
GASC-1 inh: inhibitors of GASC-1 histone demethylase, primary screen, biochemical, fluorescence, DELFIA europium | GST-JMJD2C(1-420) H3K9me3 demethylation | inhibition, % at 2.35 µM | 330,000 compounds, 0.069% hits | AID 2099, 2009;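 active means more than half of a compound's replicate wells show inhibition beyond 50%, single wells judged on their own value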;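 further: signal counts dimethyl H3K9 product captured on neutravidin plate; 0% = median of DMSO wells and 100% = 0.3 times that DMSO median; strong numbers were not always called active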
Target sequence (Q9H3R0 1-420 limits assumed): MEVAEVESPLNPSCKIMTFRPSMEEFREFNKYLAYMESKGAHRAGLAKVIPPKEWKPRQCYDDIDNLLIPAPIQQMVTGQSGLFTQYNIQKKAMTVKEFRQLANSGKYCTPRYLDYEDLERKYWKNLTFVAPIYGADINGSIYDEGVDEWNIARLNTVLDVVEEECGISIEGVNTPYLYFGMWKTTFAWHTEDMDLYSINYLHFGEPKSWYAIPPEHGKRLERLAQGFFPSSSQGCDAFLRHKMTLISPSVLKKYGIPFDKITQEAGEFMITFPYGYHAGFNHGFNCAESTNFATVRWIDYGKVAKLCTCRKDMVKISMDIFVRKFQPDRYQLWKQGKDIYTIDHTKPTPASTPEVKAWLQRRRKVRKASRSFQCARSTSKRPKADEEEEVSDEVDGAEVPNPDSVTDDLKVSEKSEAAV
PP1 inh: PP1-alpha phosphatase inhibitors, primary screen, counter-screen for PP5 inhibitor project, biochemical, fluorescence, OMFP substrate, single point | Serine/threonine-protein phosphatase PP1-alpha catalytic subunit (Homo sapiens), P62136 | purified PP1alpha | inhibition, % at 6.7 µM | 320,000 compounds, 0.9% hits | AID 2235, 2010;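 active means inhibition above the mean inhibition of all tested compounds plus 3 SD, computed separately for each screening campaign, cut at about 15% in these data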
Fh CTSL1 inh: Fasciola hepatica cathepsin L1 inhibitors, primary screen, counter-screen for PFM18AAP inhibitor project, biochemical, QFRET, fluorogenic peptide substrate; AID 1906, 2009; recombinant F. hepatica cathepsin L1, Z-Leu-Arg-MCA fluorescence; inhibition, % at 5.96 µM; 300,000 compounds, 0.49% hits;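 active means inhibition above the mean of all tested compounds plus 3 SD, set per screening campaign, cut at about 17% in these data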;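 further: 0% = plate median of test compound wells and 100% = 1 µM Z-Phe-Ala-diazomethylketone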
VLA-4 inh: inhibition in human VLA-4 binding assay, primary screen, VLA-4 allosteric modulator project, MLPCN library, flow cytometry, VLA-4 expressing cells; Integrin alpha-4 (Homo sapiens), P13612; ligand binding flow cytometry; inhibition, % (about 7 µM as worked out from the volumes in the protocol); 330,000 compounds, 0.2% hits; in the data active means inhibition above about 50%
proCasp7 act: procaspase-7 activators, primary screen, counter-screen for procaspase-3 activator project, biochemical, absorbance, HTS, human | recombinant procaspase-7, Ac-DEVD-pNA absorbance 405 nm; D23A/D198A/D206A triple mutant, cannot self-cleave; scale: DMSO 0, 5 µM enzyme 100 | Caspase-7 (Homo sapiens), P55210 | 330,000 compounds, 0.093% hits | activation, % at 8.5 µM;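 active means percent activation above the screen-wide mean plus 3 SD, cut at about 25% in these data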
Target sequence (P55210 whole entry D23A/D198A/D206A): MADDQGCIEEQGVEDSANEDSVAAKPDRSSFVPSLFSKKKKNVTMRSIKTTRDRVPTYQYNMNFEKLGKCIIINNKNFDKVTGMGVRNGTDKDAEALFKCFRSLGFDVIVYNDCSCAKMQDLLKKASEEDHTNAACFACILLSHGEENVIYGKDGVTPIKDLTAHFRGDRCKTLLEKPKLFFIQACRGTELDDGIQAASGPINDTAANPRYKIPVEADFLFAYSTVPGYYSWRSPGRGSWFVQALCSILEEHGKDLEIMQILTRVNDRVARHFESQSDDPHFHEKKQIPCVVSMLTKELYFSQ
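System: Uncleavable procaspase-7 mutant enzyme; Amount: 2 µM procaspase-7 mutant as dispensed; Schedule: 1 h compound preincubation, 2 h substrate cleavage, 25 °C; Measured by: 405 nm absorbance of p-nitroaniline; Evaluation: percent activation from buffer-corrected 0–120 min absorbance change; Control set: low DMSO alone, high DMSO plus 5 µM PC-7.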
proCasp3 act: activators of human procaspase-3 D3A mutant, primary screen, biochemical, absorbance, PC-3 D3A mutant, single concentration; Caspase-3 (Homo sapiens), P42574; activation, % at 8.5 µM; recombinant procaspase-3 D3A, Ac-DEVD-pNA absorbance 405 nm; 330,000 compounds, 0.11% hits;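 active means activation above the mean of all tested compounds plus 3 SD, cut at about 21% in these data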;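 further: 0% = DMSO alone and 100% = DMSO wells spiked with extra 5 µM PC-3 D3A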
Target sequence (P42574 whole entry D9A/D28A/D175A): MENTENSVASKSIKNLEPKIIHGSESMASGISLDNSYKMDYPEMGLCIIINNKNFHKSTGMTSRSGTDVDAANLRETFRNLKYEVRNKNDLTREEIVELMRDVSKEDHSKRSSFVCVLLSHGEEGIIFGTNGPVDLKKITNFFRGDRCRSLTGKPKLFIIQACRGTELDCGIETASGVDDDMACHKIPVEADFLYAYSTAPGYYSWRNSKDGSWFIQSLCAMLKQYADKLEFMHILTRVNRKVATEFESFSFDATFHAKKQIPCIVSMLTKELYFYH
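Assay system – Procaspase-3 D3A mutant, all three cleavage aspartates alanine · Controls – DMSO-only low control, 5 µM PC-3 D3A high control · Schedule – 1 h compound preincubation, 2 h substrate hydrolysis at 25 °C · Signal – 405 nm absorbance of p-nitroaniline, reads at 0 and 120 min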
PP5 primary: PP5 phosphatase inhibitors, primary screen, biochemical, fluorescence | Serine/threonine-protein phosphatase 5 (Homo sapiens), P53041 | purified PP5c, OMFP substrate fluorescence | inhibition, % at 6.7 µM | 320,000 compounds, 0.18% hits | AID 1987, 2009;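 active means inhibition above the campaign's mean inhibition across all tested compounds plus 3 SD, cut at about 9.5% in these data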;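 further: 0% = DMSO only and 100% = 100 µM cantharidin control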
Starred values were filed as active, the others as inactive; nt = not tested or not shown; & = joins results of further samples.

Below each compound: HCV core dimer, GRK2 inh, GASC-1 inh, PP1 inh, Fh CTSL1 inh, VLA-4 inh, proCasp7 act, proCasp3 act, PP5 primary
Cc1c(C)c2ccc(OCC(=O)Nc3ccccc3C(N)=O)cc2oc1=O
  4.2, 2.0, 2.8, -4.0, 1.7, 17.8, 1.2, 1.2, -1.1
Cc1ccnc(NC(=O)CCC(=O)N(CC(=O)NCc2ccccc2)Cc2ccco2)c1
  -2.5, 0.0, 14.5, -0.5, 3.1, 3.9, -5.9, -1.6, 3.2
O=C(COC(=O)c1cc(S(=O)(=O)N2CCOCC2)ccc1O)NCC1CCCO1 (centres undefined)
  -1.1, 3.0, -0.9, 0.0, -2.9, 5.4, -9.5, -5.6, 0.5
CSc1cccc(NS(=O)(=O)c2cccc3nsnc23)c1
  5.1, 0.0, 4.2, -1.5, -1.6, -12.8, -0.9, -5.0, 0.6
COc1ccccc1CNC(=O)C/C(C)=N/NC(=O)COc1ccc(C)cc1Br
  -1.5, 2.0, 14.1, -0.5, -2.6, 13.6, -3.1, 8.7, -1.8
Cc1c(C(=O)NN)nn(-c2ccc(Cl)cc2)c(=O)c1C#N
  0.6, 2.0, 1.3, 8.0, 1.8, -2.1, -1.6, -1.4, 1.8
COC(=O)c1cc(S(=O)(=O)NCCc2ccc(Cl)cc2)c[nH]1
  -0.8, 0.0, 5.6, 4.5, -3.3, -6.7, -7.6, 5.4, 0.1
CCc1cccc(C)c1NC(=O)c1ccoc1C
  5.5, 0.0, -2.1, -3.0, -3.7, 0.8, -17.3, -2.2, 0.1
CC(C)CC(NC(=O)C(Cc1ccc(OCc2ccccc2)cc1)NC(=O)OC(C)(C)C)C(N)=O (centres undefined)
  1.1, 3.0, 18.1, 1.7, 10.1, 8.9, 3.6, 7.2, 1.0
CC1CCCN(S(=O)(=O)c2cccc([N+](=O)[O-])c2)C1 (centres undefined)
  2.6, 0.0, -5.3, -3.3, -1.7, 3.0, -7.4, 6.9, -0.2
CC(=O)N1N=C(c2ccc(C)cc2)OC1c1ccc(C)cc1 (centres undefined)
  11.3, 0.0, 3.1, -0.5, -1.5, -0.5, -1.1, -6.0, 0.7
Cc1ccc(C(=O)Nc2cccc(C(=O)NC3CCCCC3)c2)cc1
  -3.1, 2.0, 1.3, -6.5, 0.4, 0.7, 7.3, 8.1, 3.8
C=CCNC(=O)COC(=O)C1CCN(S(=O)(=O)c2ccc3c(c2)OCCO3)CC1
  0.5, 0.0, -15.1, -5.6, -1.5, -6.3, 1.7, -1.5, 1.4
Nc1cc(-c2ccc(Br)cc2)[nH]n1
  3.8, 3.0, -0.3, -5.3, -2.4, 20.6, 9.1, 7.1, 0.0
COc1ccc(CCNC(=O)c2ccc(-c3ccc([N+](=O)[O-])cc3Cl)o2)cc1
  28.4, 6.0, -3.4, -5.6, 1.3, -3.6, -29.0, -30.9, 0.3
O=C(Nc1ccc(C(=O)N2CCOCC2)cc1)Nc1cccc(C(F)(F)F)c1
  4.7, 0.0, -1.3, 0.3, -1.3, 6.8, 0.4, 6.1, 4.7
COc1ccc(CNC(=O)COc2ccc(S(=O)(=O)N3CCCCC3)cc2)cc1
  1.0, 1.0, 2.0, 0.8, 1.2, 2.7, 3.8, 7.7, 0.7
c1ccc(SCCN2CCc3ccccc3C2)cc1
  -1.9, 0.0, 3.6, -2.0, 0.1, -5.2, -0.3, -3.2, 2.0
Cc1ccc(NC(c2ccccc2)c2nc3ccccc3[nH]c2=O)cc1 (centres undefined)
  -3.2, 2.0, 15.0, -0.6, 3.0, 5.4, 8.8, -3.7, 3.1
CCOc1ccccc1N(CC(=O)Nc1ccc(S(=O)(=O)N2CCOCC2)cc1)S(C)(=O)=O
  -6.8, 0.0, 42.4, 4.6, 2.6, 8.6, -2.1, 5.4, -7.6
COc1ccc(C2C=C(c3ccccc3)Nc3nc(CCCO)nn32)cc1 (centres undefined)
  -0.4, 0.0, 0.7, -1.7, 2.9, 1.6, 1.9, 6.1, -0.6
COc1ccc(NC(=O)c2ccc(F)c(F)c2)c2ccccc12
  -0.5, 0.0, 1.2, 0.8, 1.4, -2.0, -5.9, 3.7, -0.9
COc1ccc([N+](=O)[O-])cc1NC(=O)COC(C)=O
  -3.1, 0.0, -13.7, -2.3, -13.2, -1.4, -0.1, 13.1, 2.3
C=CCN1C(=NC(=O)CC)SC2CS(=O)(=O)CC21 (centres undefined)
  1.0, 0.0, 5.2, -3.9, -12.8, 0.5, -4.4, 3.4, 1.6
COc1ccc(C(=O)/C(=C/N(C)C)S(=O)(=O)c2ccccc2)cc1
  -2.9, 2.0, -22.6, -2.9, 3.7, -0.6, -6.8, -2.4, -1.0
O=S(=O)(Nc1ccccc1N1CCCCC1)c1ccc(F)cc1F
  2.9, 0.0, -21.6, 1.5, -0.3, -23.2, 2.0, -6.3, 0.8
O=C1C(NS(=O)(=O)c2cccs2)=C(N2CCOCC2)C(=O)c2ccccc21
  -16.6, 1.0, 0.3, -1.1, 0.7, -0.1, 5.4, -3.5, 1.9
CCOC(=O)CC(NC(=O)Cn1nnc(-c2ccccc2)n1)c1ccc(OC)cc1 (centres undefined)
  2.5, 1.0, -0.3, 1.2, -6.6, 3.6, -0.9, -7.7, -0.9
O=C(COC(=O)c1cc(=O)[nH]c2ccccc12)NCc1ccccc1Cl
  nt, 2.0, -10.3, nt, nt, -2.5, -7.7, 6.7, nt
CN(c1ccccc1)S(=O)(=O)c1cccc(C(=O)Nc2ccc3c(c2)CCC3)c1
  11.1, 0.0, 5.0, 1.6, -1.2, 13.3, 3.8, 6.8, 2.9
CCOC(=O)c1ccc(NC(=O)N2CCN(Cc3cccc(F)c3)CC2)cc1
  0.0, 0.0, 3.9, 3.1, 3.7, 7.0, -6.4, 6.8, 1.6
O=C(NC1CCN(Cc2ccccc2)CC1)C1CCN(S(=O)(=O)c2cccc([N+](=O)[O-])c2)CC1
  -6.1, 0.0, 20.1, 1.1, 0.8, -10.0, 4.1, -0.3, -0.6
O=C(NCc1cccs1)c1cccc(S(=O)(=O)N2CCCCC2)c1
  4.9, 4.0, -5.8, -1.7, -4.0, 1.0, 3.9, 6.9, 1.1
CCN1CCN(c2c(Cl)cccc2NC(=O)c2ccc3c(c2)OCCO3)CC1
  0.5, 0.0, 13.2&-1.9, 1.6, -0.1, -1.7, -2.6, -1.2, 0.8
O=C1OC(Nc2ncccn2)c2ccccc21 (centres undefined)
  1.6, 0.0, 4.2, 1.1, -3.1, 4.5, 4.8, -6.1, 0.4
CCOC(=O)c1cnn(-c2ncnc3sc(C)c(C)c23)c1N
  -6.8, 2.0, -3.6, 1.1, -0.9, -3.3, -9.6, 8.8, 2.6
Cc1ccc(NS(=O)(=O)c2c(C(=O)N3CCOCC3)c(C)n(C)c2C)cc1
  12.6, 1.0, -8.7, -5.5, -1.1, 29.2, 0.1, -4.9, 2.5
CC(=O)NC(C(=O)c1ccccc1)C(=O)c1ccccc1
  -4.9, 0.0, 4.6, -0.7, -21.0, 11.4, -3.4, 2.6, 4.2
CCCS(=O)(=O)Nc1cccc(-c2nc3cccnc3s2)c1
  1.6, 2.0, -9.5, 1.2, 3.4, -6.8, 2.2, 4.5, -0.8
NS(=O)(=O)c1ccc(N/N=C/c2ccc3c(c2)OCO3)c([N+](=O)[O-])c1
  -11.2, 10.0, 4.6, -3.2, 7.1, -1.2, -1.7, 3.8, 2.8
CC(NC(=O)C1CC2CCCC(C1)C2=O)c1ccccc1 (centres undefined)
  -5.3, 1.0, -5.2, -0.7, -4.1, -9.4, 2.5, 11.2, 2.4
CC1CCN(CCCNC(=O)c2cc3sccc3n2C)CC1
  -0.8, 0.0, -2.6, 0.9, 2.6, -4.3, 4.1, -1.6, 1.1
CCCCn1c(CCC(=O)O)nc2c1c(=O)[nH]c(=O)n2CCC
  1.9, 1.0, 2.1, -2.6, 5.4, 6.6, 7.6, -3.2, -1.2
CCCCCC/C(C)=C1/SC(=S)NC1=O
  6.1, 0.0, 0.6, 1.3, 5.2, -11.4, -3.5, 2.2, 1.8
Cc1ccc(S(=O)(=O)N2CCCCC2)cc1NC(=O)CSc1nnc(C2CC2)n1N
  nt, 2.0, 0.6, nt, nt, 8.0, -9.9, -2.8, nt
COc1ccc(NS(=O)(=O)c2ccc(Cl)c(NC(=O)c3ccccc3F)c2)cc1
  nt, 0.0, 7.5, nt, nt, -10.3, 9.6, 10.3, nt
CC(Oc1ccc(C(=O)NCCc2ccccc2)cc1)C(=O)O (centres undefined)
  -0.1, 0.0, -0.6, -3.5, 0.5, 10.1, -3.7, -5.6, -0.2
COc1ccc(C)cc1NC(=O)CCC(=O)Nc1ccc2nc(N3CCN(C)CC3)cc(C)c2c1
  6.9, 0.0, -11.5, 2.5, 0.7, -1.4, 1.7, 1.4, -1.8
CC1(c2ccc(O)cc2)NC(=O)N(c2ccccc2)N1 (centres undefined)
  -13.8, 1.0, 2.3, -2.8, -1.9, 0.0, -10.1, -8.1, 1.9
CCOc1ccccc1N(CC(=O)NC1CCCC1)C(=O)CNC(=O)c1cccs1
  2.1, 0.0, 10.5, 1.1, -1.5, 6.2, 14.2, -2.6, -0.6
Cc1ccc(S(=O)(=O)NCC2CCC(C(=O)NCCCN3CCCC3=O)CC2)cc1 (centres undefined)
  4.9, 0.0, 0.5, -0.3, 1.9, 5.2, -1.6, 7.2, 0.7
CCC(C)NC(=O)Cn1cc2c(n1)CCC(C)C2 (centres undefined)
  -2.3, 1.0, -7.3, -5.7, -0.5, 7.4, -1.3, -2.1, -2.4
CCC/C(O)=C1\C(=O)CC(C)(C)CC1=Nc1ccc(OC)cc1OC
  3.2, 0.0, 4.6, -0.7, 2.8, -5.6, -11.3, 8.8, 3.0
O=C(Cn1c2ccccc2c(=O)c2ccccc21)N/N=C/c1ccc(N2CCCC2)c([N+](=O)[O-])c1
  51.0*, 0.0, -1.9, 5.4, 4.5, 37.6, 7.1, -2.6, 3.6

Two consecutive compounds already listed, quoted:
Below each compound: HCV core dimer, GRK2 inh, GASC-1 inh, PP1 inh, Fh CTSL1 inh, VLA-4 inh, proCasp7 act, proCasp3 act, PP5 primary
CCC/C(O)=C1\C(=O)CC(C)(C)CC1=Nc1ccc(OC)cc1OC
  3.2, 0.0, 4.6, -0.7, 2.8, -5.6, -11.3, 8.8, 3.0
O=C(Cn1c2ccccc2c(=O)c2ccccc21)N/N=C/c1ccc(N2CCCC2)c([N+](=O)[O-])c1
  51.0*, 0.0, -1.9, 5.4, 4.5, 37.6, 7.1, -2.6, 3.6
